Source: PubChem (NMMLSC)
Bim-Bcl-2: human Bim-Bcl-2 interaction inhibition; P10415; Bead-based flow cytometry, Bim peptide-Bcl-2 binding; inhibition, % at 10 µM; 190,000 compounds, 0.06% hits; AID 950; in the data active = inhibition above about 40%; inconclusive = no clear call, values can overlap the other calls;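 also: 0% = no compound wells with probe peptide and 100% = reference peptide inhibitor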
RGS4-Gao reg: human RGS4-Galphao interaction regulation | P09471 | Multiplexed bead flow cytometry, RGS4-Galphao binding; actives lie on both sides | binding response (% of control), % at 10 µM | 220,000 compounds, 0.33% hits | AID 1415; in the data active = binding response below about 49% or above about 150%; inactive = in between;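 also: fluorescent Galphao activated with aluminum fluoride binding bead-coupled RGS4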
Target sequence (P09471 whole entry, looked up): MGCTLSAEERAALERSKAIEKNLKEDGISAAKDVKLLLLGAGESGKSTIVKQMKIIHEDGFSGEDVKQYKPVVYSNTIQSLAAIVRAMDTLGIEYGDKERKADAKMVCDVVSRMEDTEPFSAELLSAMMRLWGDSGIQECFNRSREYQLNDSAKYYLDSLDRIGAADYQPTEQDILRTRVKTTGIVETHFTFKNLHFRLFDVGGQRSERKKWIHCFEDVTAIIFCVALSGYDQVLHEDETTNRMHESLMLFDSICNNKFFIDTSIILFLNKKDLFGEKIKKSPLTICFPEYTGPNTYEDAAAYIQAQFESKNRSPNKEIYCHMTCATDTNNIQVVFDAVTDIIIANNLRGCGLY
GSH bead fluor: GSH bead compound fluorescence profile. GSH beads flow cytometry, compound fluorescence 488/530 nm; hits give high values. fluorescence (KMESF) at 10 µM. 190,000 compounds, 0.25% hits; in the data active = fluorescence above about 89;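 also: glutathione beads carrying GST-tagged Bcl family fusion proteins plus one bare bead set; values are compound well signal with DMSO vehicle wells as background; inactives centre near 16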
RGS8-Gao reg: regulators of human RGS8-Galphao interaction. P09471. response (percent of control binding), % at 10 µM. AID 1423. multiplexed bead flow cytometry, RGS8-Galphao binding; actives lie on both sides. 220,000 compounds, 0.34% hits; in the data active = response below about 60% or above about 140%; inactive = in between;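 also: Galphao activated as the GDP aluminium fluoride complex binding bead-coupled RGS8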
ABCG2 block: inhibitors of human ABCG2 transporter, ABCB1 counter-screen | Q9UNQ0 | IgMXP3 cells, JC-1 efflux, flow cytometry | inhibition, % at 6.6 µM | 190,000 compounds, 0.1% hits;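 active = inhibition above 80%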;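 also: 0% = DMSO and 100% = nicardipine control wells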
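Test system: IgMXP3 (ABCG2) plus far-red-tagged CCRF-Adr (ABCB1) cells / Amount: 3 million cells/mL in well / Reagent: JC-1 transporter substrate / Timing: 10 min compound exposure, 25 °C / Signal: flow cytometry, 530 nm JC-1 signal / Read-out: percent efflux inhibition, scaled nicardipine 100% to DMSO 0% / Benchmarks: nicardipine as high control, DMSO as low control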
ABCB1 block: blocks JC-1 efflux by human ABCB1 transporter | P08183 | CCRF-Adr cells, flow cytometry | inhibition, % at 6.6 µM | 190,000 compounds, 0.067% hits | AID 1326; in the data active = inhibition above about 40%;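 also: 0% = vehicle and 100% = reference inhibitor; higher value means more JC-1 retained so stronger ABCB1 efflux block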
RGS7-Gao reg: modulates binding of RGS7 to human Galphao; 220,000 compounds, 0.35% hits; binding response (% of control), % at 10 µM; P09471; Multiplexed bead flow cytometry; actives lie on both sides; AID 1439; in the data active = binding response below about 49% or above about 150%; inconclusive = no clear call, values can overlap the other calls; inactive = in between;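 also: fluorescent Galphao held in activated GDP-AlF4 state binding bead-coupled RGS7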
Bim-Bcl-B: disrupts Bim peptide binding to human Bcl-B | Q9HD36 | bead-based flow cytometry | inhibition, % at 10 µM | 190,000 compounds, 0.073% hits;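 also: 0% = tracer peptide without compound and 100% = reference inhibitor peptide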
Target sequence (Q9HD36 whole entry, looked up): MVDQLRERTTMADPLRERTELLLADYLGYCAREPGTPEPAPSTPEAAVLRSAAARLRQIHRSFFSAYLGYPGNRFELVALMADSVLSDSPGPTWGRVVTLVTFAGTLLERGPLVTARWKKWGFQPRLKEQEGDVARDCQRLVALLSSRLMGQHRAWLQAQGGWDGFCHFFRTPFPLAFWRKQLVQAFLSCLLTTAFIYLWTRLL
Bim-Bcl-W: inhibitors of Bim-Bcl-W interaction, human; AID 952; Q92843; 190,000 compounds, 0.02% hits; bead-based flow cytometry, Bim peptide-Bcl-W binding; inhibition, % at 10 µM;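 also: 0% = bound tracer without compound and 100% = peptide blocker; higher means less fluorescent Bim peptide bound to Bcl-W beads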
Target sequence (Q92843 whole entry, looked up): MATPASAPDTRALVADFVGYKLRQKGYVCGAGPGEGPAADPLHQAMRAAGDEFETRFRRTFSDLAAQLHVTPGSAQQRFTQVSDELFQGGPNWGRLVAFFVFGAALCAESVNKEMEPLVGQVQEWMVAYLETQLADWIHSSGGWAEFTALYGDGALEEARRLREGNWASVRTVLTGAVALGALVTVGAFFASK
Bim-Bcl-XL: human Bim-Bcl-XL interaction inhibition; inhibition, % at 10 µM; 190,000 compounds, 0.04% hits; Bim peptide-Bcl-XL binding, bead flow cytometry, fluorescence; AID 1007
Bfl-1 Bim block: inhibitors of Bim-Bfl-1 interaction, human; Bead-based flow cytometry, Bim-Bfl-1 binding inhibition; inhibition, % at 10 µM; 190,000 compounds, 0.12% hits; AID 1008; Q16548;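 also: 0% = wells without compound plus tracer and 100% = blocker peptide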
Active calls of the source: *; u = inconclusive. Rule as the data show it, unless noted: active = inhibition above about 40%. Compounds as they come; about 1.1% have a hit in one of these screens.

No.	SMILES	Bim-Bcl-XL	ABCG2 block	ABCB1 block	Bim-Bcl-B	RGS8-Gao reg	Bim-Bcl-W	GSH bead fluor	Bim-Bcl-2	RGS4-Gao reg	RGS7-Gao reg	Bfl-1 Bim block
1	COc1ccc(CCC(=O)OC(C)C(=O)c2ccc(C)cc2)cc1 (stereo not given)	-5	5	-0.4	-5	103	-5	9	0	96	95	-1
2	CN(C)c1ccc(C(=O)N2CC(=O)N(CCc3ccccc3)C(=O)C2)cc1	-3	0	0.0	-1	101	-2	14	-3	100	100	0
3	CC1CCN(C(=O)COC(=O)c2n[nH]c3ccccc23)CC1	-5	0	0.2	-6	100	-2	15	-3	98	97	0
4	COc1ccc(-c2nc(S(=O)(=O)c3ccccc3)c(N3CCOCC3)o2)cc1	-9	2	0.8	-13	100	-9	19	-6	99	100	-22
5	COc1ccccc1C(=O)NNC(=O)c1ccc(Cl)cc1	-1	0	-0.2	-3	100	-2	11	0	100	109	-5
6	COC(=O)c1ccc(COc2ccc(/C=N/O)cc2OC)o1	-2	12	-1.4	-2	98	-1	14	-3	100	96	-7
7	CC1CC1C(=O)Nc1cc(S(=O)(=O)N2CCOCC2)ccc1N1CCCC1 (stereo not given)	-4	0	-0.2	-5	102	-3	59	-2	103	99	-7
8	CCOc1ccc2cc(C#N)c(SCC(=O)OC)nc2c1	0	2	0.3	-3	103	-4	17	-1	99	97	0
9	COc1cccc(C(=O)CC(C(=O)O)c2ccc(F)cc2)c1 (stereo not given)	-1	2	0.2	1	104	0	9	-3	103	98	-6
10	COc1ccc(-n2nc([N+](=O)[O-])c(=NCCC3=CCCCC3)n2O)cc1	3	-1	1.6	11	99	0	17	16	99	u	9
11	O=C(COC(=O)C1CCCN1C(=O)c1cccs1)c1ccccc1 (stereo not given)	0	35	0.1	-2	101	6	13	-4	105	101	-6
12	CCOC(=O)C(CC)(CCC(=O)O)c1csc(N)n1 (stereo not given)	-5	0	0.1	-3	101	-1	7	-1	100	104	-8
13	O=C(CSc1ccc2c(c1)OCCO2)NCc1ccco1	-10	0	-0.2	-6	94	-3	29	-4	95	91	-4
14	Cc1cc(C)cc(OCC(=O)Nc2cccc(-c3nnc(-c4ccco4)o3)c2)c1	3	2	0.7	1	100	4	13	1	97	98	3
15	CCCCNC(=O)c1onc(CSc2cccc3ccccc23)c1C(=O)O	-5	1	0.3	-10	99	-2	35	-11	97	95	-15
16	Cc1cc(C(=O)Nc2cnc3ccccc3c2)ccc1[N+](=O)[O-]	-13	5	0.6	-5	106	-10	9	-4	106	102	-3
17	O=C(CCn1c(=O)sc2ccccc21)NCc1cccs1	-8	8	1.5	-8	102	-7	14	-4	96	101	-5
18	CCOC(=O)CC(NS(=O)(=O)c1ccc(OC)c(OC)c1)c1cccc([N+](=O)[O-])c1 (stereo not given)	-4	0	1.1	-3	114	-1	6	-2	97	100	0
19	CCN1CCCc2cc(CN(CCN3CCOCC3)C(=S)Nc3ccc(OC)c(OC)c3)ccc21	-5	2	2.5	-4	97	-4	20	-5	95	89	-3
20	Cc1ccc(C(=O)Nc2nc(C)c(C)s2)o1	1	0	0.0	-10	103	1	55	-8	105	103	-7
21	O=C(NN1C(=O)C2C3c4ccccc4C(c4ccccc43)C2C1=O)c1ccccc1 (stereo not given)	-6	-1	0.2	-9	102	-3	17	-8	101	105	-14
22	CCOC(=O)C1CCN(C/C=C/c2ccccc2OC)CC1	-4	2	0.7	-2	97	-2	16	-1	95	97	-2
23	FC(F)(F)c1nnc2ccc(-n3ccnc3)nn12	-8	3	0.3	-7	99	-5	14	-4	99	102	-6
24	CCOc1ccc(NC(=S)NNC(=O)c2ccc(Br)cc2)cc1	0	0	-0.4	-5	101	0	16	-4	100	103	0
25	CNc1sc(C(=O)c2cccs2)c(N)c1-c1nc2ccccc2s1	6	-2	-0.5	2	100	4	11	-2	98	99	2
26	Cc1ccc(N2C(=O)CC(N3CCN(C4CCc5ccccc5C4)CC3)C2=O)cc1 (stereo not given)	-8	1	1.1	-8	106	-2	48	-7	105	103	-11
27	CCOC(=O)CSc1ccc(S(=O)(=O)N2CCCC2)cc1[N+](=O)[O-]	0	14	2.6	-2	95	1	14	1	91	95	-1
28	Cc1c(N2C(=O)c3ccc(Br)cc3C2=O)c(=O)n(-c2ccccc2)n1C	-2	0	0.3	0	97	-4	6	1	103	103	-2
29	Cc1cc(C)nc(-n2nc(C)cc2NC(=O)c2ccc(F)cc2F)n1	-1	13	4.4	1	99	1	12	-3	96	u	-2
30	CC1(C)CC(=O)C(C2=NC3(CCCCC3)Cc3ccccc32)=C(O)C1	0	1	1.3	2	118	0	11	-1	104	108	0
31	COC(=O)C1(S(=O)(=O)c2cc(Br)cc3c2N(C(C)=O)CC3)CC1	-2	0	0.1	-5	106	-1	5	-5	105	108	-10
32	O=C(NCCCn1ccnc1)C(Cc1ccccc1)N1C(=O)c2ccccc2C1=O (stereo not given)	-3	0	0.2	-13	104	-1	18	2	102	106	0
33	CCOc1cc(N2CCOCC2)c(OCC)cc1NC(=O)CN1CCC(Cc2ccccc2)CC1	-7	9	1.0	-15	105	-4	10	-2	103	101	-7
34	CCCCS(=O)(=O)CC(COc1ccccc1)OC(=O)c1ccccc1 (stereo not given)	0	1	0.5	-2	109	0	23	0	112	112	1
35	CCOc1ccc(-n2c(=O)c3sccc3n(CC(=O)NCCc3ccc(OC)c(OC)c3)c2=O)cc1	-4	8	2.1	-7	102	-5	14	-3	96	96	-3
36	COc1cc(CNC(C)(C)CO)ccc1OCC(=O)Nc1ccc(Br)cc1	-2	1	0.0	1	104	-2	26	-1	101	103	0
37	O=C(c1ccc(NC2=NC3CS(=O)(=O)CC3S2)cc1)N1CCN(C(=O)c2ccco2)CC1 (stereo not given)	-7	12	-0.1	-8	103	-6	13	-4	96	100	-2
38	CCN(CC)C(=O)C1CC(=O)OC1(C)C (stereo not given)	-2	1	0.1	-1	102	-2	12	-1	102	100	-3
39	Cc1cc(NC(=O)CSc2nc(C(C)C)nc3sc(C)c(C)c23)no1	0	24	1.8	-6	100	-4	31	-1	98	101	-3
40	COc1ccc(Nc2ncnc3sc(-c4ccccc4)cc23)cc1	-4	1	0.4	-6	100	3	9	-2	104	100	-6
41	CC(C)(C)c1ccc(/C=C/C(=O)O)s1	-4	11	1.4	-8	103	-3	8	-2	101	102	-4
42	CCN1C(=O)c2cccc3c(S(=O)(=O)N(C(=O)c4cccnc4)c4ccc(OC)cc4)ccc1c23	-6	-5	0.8	-13	101	-3	5	-5	101	99	-3
43	O=c1nc2s/c(=C\c3ccco3)c(=O)n2nc1Cc1ccc(F)cc1	-1	1	0.7	0	95	-2	26	-2	86	87	1
44	COCCCNC(=S)N/N=C/c1ccc(N(C)C)cc1	0	16	0.4	-3	100	0	8	-2	100	94	-4
45	CCN(CC)C(=O)C(C)OC(=O)COc1ccc(Cl)cc1C (stereo not given)	-7	2	0.7	0	97	0	51	1	99	100	-2
46	O=C(CCSc1ccccc1)NC(=O)COC(=O)C1CCCCC1	-1	12	0.2	-4	104	-1	13	-1	103	u	-5
47	O=[N+]([O-])c1ccc(-c2nnc(CNC3CCCC3)o2)cc1	0	3	0.1	-2	104	0	14	-2	103	106	-3
48	Cc1ccc(-c2cc(NC(=O)CSc3n[nH]c(N)n3)n(-c3ccccc3)n2)cc1	-4	1	0.0	-8	99	-1	15	-11	101	97	-11
49	CCCOc1ccccc1N/C(N)=N/c1nc(C)cc(C)n1	1	0	2.4	-2	105	0	8	-1	105	103	-6
50	CCc1cc(C(=O)OC)c(NC(=O)c2cc(Br)cs2)s1	-2	6	0.7	-1	100	0	10	1	99	103	2
51	CCn1cc(CNC(=O)c2cccc([N+](=O)[O-])c2)cn1	-5	4	0.1	-3	87	-3	2	-4	88	92	-1
52	CCOC(=O)C1=C(N)OC(CCl)=C(C#N)C1c1ccsc1 (stereo not given)	-3	-5	-0.6	0	91	0	10	-1	77	97	4
53	CC1CCN(C(=O)CSc2nnc(Cc3cc(=O)[nH]c(=O)[nH]3)n2-c2ccc(Cl)cc2)CC1	-5	0	-0.1	2	99	-2	20	2	104	98	-2
54	CCNC(=O)CN(CCc1ccccc1)S(C)(=O)=O	-2	17	1.0	-7	99	1	29	-6	98	98	-15
55	O=C1[C@H]2[C@@H](C(=O)N1c1cccc3ccccc13)C1(C(=O)c3ccccc3C1=O)N1CCC[C@@H]21	-9	4	0.0	-10	99	0	37	-9	102	99	-18

Fetched one by one from above (two):
No.	SMILES	Bim-Bcl-XL	ABCG2 block	ABCB1 block	Bim-Bcl-B	RGS8-Gao reg	Bim-Bcl-W	GSH bead fluor	Bim-Bcl-2	RGS4-Gao reg	RGS7-Gao reg	Bfl-1 Bim block
1	COc1ccc(CCC(=O)OC(C)C(=O)c2ccc(C)cc2)cc1 (stereo not given)	-5	5	-0.4	-5	103	-5	9	0	96	95	-1
15	CCCCNC(=O)c1onc(CSc2cccc3ccccc23)c1C(=O)O	-5	1	0.3	-10	99	-2	35	-11	97	95	-15
